EPAC2 antag: blocks human EPAC2 exchange factor. Q8WZA2. EPAC2 GEF exchange of Rap1B-BODIPY-GDP, fluorescence. Potency, µM (highest dose often 114 µM), for the others: at the highest dose activity, negative = inhibition, usual class: inhibitors. 360,000 compounds, 0.18% hits. AID 720708; also: potency is read from the fitted curve at half-maximal effect; % is scaled to controls: 0 for no effect and ±100 for the full control effect; nearly all actives have a fitted effect of over 45% in size; many of its hits are not listed in these tables
Target sequence (Q8WZA2 whole entry, looked up): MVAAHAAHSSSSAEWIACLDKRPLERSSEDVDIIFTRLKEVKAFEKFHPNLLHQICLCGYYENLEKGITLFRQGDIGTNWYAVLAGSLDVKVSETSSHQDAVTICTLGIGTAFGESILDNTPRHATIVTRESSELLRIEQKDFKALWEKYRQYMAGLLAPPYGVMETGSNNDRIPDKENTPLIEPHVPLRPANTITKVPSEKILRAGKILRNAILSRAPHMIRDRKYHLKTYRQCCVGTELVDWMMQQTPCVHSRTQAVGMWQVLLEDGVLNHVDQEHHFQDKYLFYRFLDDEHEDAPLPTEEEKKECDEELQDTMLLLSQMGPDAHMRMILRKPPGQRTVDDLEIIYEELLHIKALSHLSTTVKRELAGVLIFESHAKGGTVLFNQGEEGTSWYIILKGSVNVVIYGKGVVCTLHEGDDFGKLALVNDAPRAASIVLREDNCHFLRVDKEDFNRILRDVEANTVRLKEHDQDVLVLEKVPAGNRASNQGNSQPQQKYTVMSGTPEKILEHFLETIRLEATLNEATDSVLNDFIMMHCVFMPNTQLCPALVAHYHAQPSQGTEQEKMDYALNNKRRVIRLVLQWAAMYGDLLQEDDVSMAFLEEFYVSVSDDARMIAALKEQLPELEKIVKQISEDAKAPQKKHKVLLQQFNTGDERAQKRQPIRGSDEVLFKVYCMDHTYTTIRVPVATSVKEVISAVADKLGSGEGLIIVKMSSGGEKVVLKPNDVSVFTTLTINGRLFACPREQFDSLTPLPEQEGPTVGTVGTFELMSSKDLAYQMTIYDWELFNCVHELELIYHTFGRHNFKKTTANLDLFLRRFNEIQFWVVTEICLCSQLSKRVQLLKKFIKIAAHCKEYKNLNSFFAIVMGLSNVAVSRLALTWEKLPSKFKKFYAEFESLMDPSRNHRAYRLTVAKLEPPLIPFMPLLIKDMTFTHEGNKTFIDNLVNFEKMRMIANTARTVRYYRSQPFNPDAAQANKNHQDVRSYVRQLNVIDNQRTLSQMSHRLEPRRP
MmCpn inh: inhibitors of Methanococcus maripaludis chaperonin (MmCpn) | purified Mm-Cpn ATPase, ADP Transcreener TR-FRET | Potency, µM (highest dose often 76.9 µM), for the others: top-dose activity, negative = inhibition, actives largely listed as inhibitors | 330,000 compounds, 0.031% hits | AID 504842; also: potency is read from the fitted curve at half-maximal effect; % is scaled to controls: 0 for no effect and ±100 for the full control effect; nearly all actives have a fitted effect of over 80% in size
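Eu-cryptate anti-ADP/ADP-d2 competition gives a ratio inversely related to ADP. Enzyme at 25 nM was pre-exposed to compound for 10 min, then given 10 uM ATP for 30 min, 37°C throughout.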
TGFb SMAD3 inh: blocks TGF-b signaling; HepG2 CAGA-GFP TGF-b/SMAD3 reporter, GFP fluorescence, 18 h; TGF-beta stimulated, 500 pg/mL final; Potency, µM (titrated, usually from 46.1 µM), without a hit: top-dose activity, negative = inhibition, actives largely listed as inhibitors; 410,000 compounds, 1.2% hits; AID 588855; also: potency is read from the fitted curve at half-maximal effect; % is scaled to controls: 0 for no effect and ±100 for the full control effect; nearly all actives have a fitted effect of over 65% in size
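TGF-beta reporter screen: HEPG2 CAGA-GFP, 1% FBS, 500 pg/mL TGF-beta final, 18 h; per-cell GFP summed per well; curves fitted and categorized by class.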
EPAC2 agonist: EPAC2 (human) agonism | 360,000 compounds, 0.079% hits | Potency, µM (highest dose often 154 µM), for inactives: top-dose activation, most hits filed as activators | EPAC2 activation, biochemical qHTS; response scale: 100% = 6.5 mM cAMP response | Q8WZA2; also: potency is read from the fitted curve at half-maximal effect; nearly all actives have a fitted effect of over 50% in size
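Exchange assay: 100 nM EPAC2 with 250 nM Rap1B-BODIPY-GDP and 50 uM GDP. Fluorescence (ex 480/em 540 nm) read every 5 min for 30 min at room temperature. Data normalized to 6.5 mM cAMP as agonist control.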
CCT modulator: cytosolic chaperonin activity modulation; purified chaperonin ATPase assay, HTRF ADP detection, 30 min; 360,000 compounds, 0.3% hits; activity change, % (test concentration not listed), hits read low; in the data active = activity change below about -30%; also: % is scaled to controls: 0 for no effect and ±100 for the full control effect
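ATPase activity: ADP formed was measured by HTRF Transcreener (665/615 nm ratio) after 30 min at 37 deg C with 10 uM ATP. Compounds screened at one 76 uM concentration against 40 or 20 nM TRiC in Tris pH 7.4/KCl/MgCl2/DTT buffer.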
Nrf2 inh: blocks Nrf2 signaling; A549 ARE-Fluc reporter, luciferase luminescence, 18-24 h; Potency, µM (series often up to 46 µM), inactives show at the highest dose activity change, negative = inhibition, usual class: inhibitors; 360,000 compounds, 2.1% hits; AID 504444; also: potency is read from the fitted curve at half-maximal effect; % is scaled to controls: 0 for no effect and ±100 for the full control effect; nearly all actives have a fitted effect of over 60% in size
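In this cell-based qHTS, ARE-driven firefly luciferase in A549 cells reports Nrf2 activity; the luminescent signal after BugLite lysis is the measured value, with a prior CellTiter-Fluor read for cell health.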
Akt phos inh: inhibitors of Akt phosphorylation. Neuro2A IGF-stimulated pAkt S473 HTRF, 20 min; active compounds read low. 360,000 compounds, 0.32% hits. activity change, % for hits at 50 µM. AID 651550; in the data active = activity change below about -80%; inconclusive = mostly about -51% to -80%; also: % is scaled to controls: 0 for no effect and ±100 for the full control effect
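Single-point screen (50 µM final compound) in Neuro2A cells stimulated 20 min with 6 nM IGF at 37 deg C. After lysis, Ser473-phosphorylated Akt read by HTRF (ex 330 nm, em 615/665 nm) as the 665/615 ratio.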
Nrf2 ARE act: activates Nrf2 signaling; 410,000 compounds, 0.31% hits; Potency, µM (series often up to 46.1 µM), without a hit: top-dose activation, hits mostly activators; AREc32 ARE-luciferase reporter (MCF7-derived line), luminescence, 24 h; also: potency is read from the fitted curve at half-maximal effect; % of control where 0% means no effect; nearly all actives have a fitted effect of over 65% in size
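Luminescent ARE reporter assay in AREc32_Fluc cells: overnight plating at 37 deg C, 24 hr compound incubation, Steady-Glo added, 30 min RT before reading.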
A549 tox: counter-screen for Nrf2 inhibitors: cytotoxicity in A549 cells | Potency, µM (top dose mostly 46 µM), for inactives: at the top dose activity change, negative = cytotoxicity, usual class: inhibitors | A549 ARE-Fluc cells, CellTiter-Fluor viability, 18-24 h | 390,000 compounds, 0.16% hits | AID 504648; also: potency is read from the fitted curve at half-maximal effect; % is scaled to controls: 0 for no effect and ±100 for the full control effect
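Cytotoxicity counterscreen: CellTiter-Fluor fluorescence was measured in A549 ARE_Fluc cells after 18-24 h of compound exposure in a concentration series. The subsequent BugLite luminescent read reports ARE-luciferase activity.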
* hit, by the source's call; i = inactive; ? = inconclusive; · = no result given; & = joins results of further samples; [ ] = another dose, or the depositor's remark. Unless noted, calls follow the shape of the dose curve; as a rule, active = well fitted curve in the direction sought with a large enough effect; inconclusive = small, poorly fitted or top-dose-only effect, or another doubt; inactive = no such curve, though single readings can be large; an effect the other way counts as inactive or inconclusive. The list is partial; count on the stated rates, not on these rows.

SMILES	EPAC2 antag	MmCpn inh	TGFb SMAD3 inh	EPAC2 agonist	CCT modulator	Nrf2 inh	Akt phos inh	Nrf2 ARE act	A549 tox
COc1ccc(-n2c(CCC(=O)O)ccc2-c2ccccc2)cc1	-8%	5%	1%&6%	6%	-0.7	1%	i	-0.5%&5.1%	6%&14%
O=C1c2ccccc2CC1Sc1nnc(-c2ccncc2)o1 (stereo not given)	-8%	1%	-33%	12%	-2.0	0%	i	?	3%
CN(Cc1nc2ccccc2c(=O)[nH]1)C(=O)c1ccc(S(=O)(=O)N(C)C)cc1	1%	1%	22%	13%	-3.5	-16%	i	-0.4%	0%
CS(=O)(=O)N(CC(=O)NCCc1ccccc1)c1cccc([N+](=O)[O-])c1	3%	0%	0%	17%	-0.4	21%	i	0.0%	6%
C=CCNC(=O)C1CC2Cn3c(nc4cc(C)c(C)cc43)C2N1C (stereo not given)	3%	-18%	-7%	0%	-1.0	21%	i	-0.6%	0%
COCCOC(=O)C1=C(C)NC(=O)CC1c1cc2c(cc1Br)OCO2 (stereo not given)	8%	-1%	-4%	9%	-0.9	-22%	i	0.0%	-1%
Cc1cc(C)nc(/N=C(\N)Nc2ccc(-c3ccccc3)cc2)n1	-12%	-1%	?	2%	0.7	?	i	11%	-14%
CC1=NN(c2ccccc2)C(=O)C1C=Nc1ccc(N(C)C)cc1 (stereo not given)	-6%	?	-2%	26%	-2.3	-3%	i	6.5%	2%
Cc1cc(C(=O)N2CCN(c3cccc(Cl)c3)CC2)c(C)o1	2%	1%	-6%	-3%	0.8	?	i	-0.8%	?
C(C#CCN1CCOCC1)#CCN1CCOCC1	1%	·	-8%	2%	-2.1	2%	i	-0.8%	2%
CC(=O)c1ccc(OCCCC(=O)Nc2nnc(C3CC3)s2)cc1	1%	2%	14%	8%	-4.5	-30%	i	-0.2%	3%
O=C(Cc1cccc(NC(=O)C2CCCN(C(=O)C3CCCC3)C2)c1)Nc1cccc(C(=O)N2CCOCC2)c1 (stereo not given)	6%	·	-6%	-2%	-4.2	0%	i	0.2%	1%
COc1cc(NC(=S)NCCc2ccccc2)c(OC)cc1NC(=O)C(C)C	-2%	-1%	-12%	16%	-2.4	-7%	i	0.3%	3%
CCCn1nnc(NC(=O)c2cccc(Cl)c2)n1	6%	-1%	-13%	-1%	-1.0	27%	i	3.7%	-5%
O=C1CSC(c2cccnc2)N1Cc1ccc(Cl)c(Cl)c1 (stereo not given)	-10%	1%	-12%	5%	2.2	-26%	i	-0.5%	-19%
CCNC(=S)N(Cc1cc2cccc(C)c2[nH]c1=O)C1CCCC1	5%	-1%	9%	-9%	2.4	22%	i	1.6%	-7%
CCOc1ccc(C(=O)CSc2nnc(C3CC3)n2C)cc1	12%	-2%	2%	-7%	-1.5	15%	i	0.4%	-5%
O=C(OCc1cn(-c2ccc(Cl)c(Cl)c2)nn1)c1ccccc1Cl	1%	1%	?	7%	-2.1	0%	i	-0.2%	-6%
O=C(Nc1ccccc1Cl)NC1(C(=O)N2CCC(O)CC2)CCCCC1	11%	-2%	-5%	9%	-23	-10%	i	0.3%	2%
COC(=O)C1=C(C)N=C2SC(C#N)=C(N)N2C1c1cc(OC)c(OC)c(OC)c1 (stereo not given)	0%	-2%	-5%	6%	-4.0	-6%	i	-0.8%	-22%
Cc1nnc(NC(=O)CSc2nnc(Cc3ccccc3)n2Cc2ccccc2)s1	0%	·	0%	-84%[inhibitor][15.6 µM]	-1.5	4%	·	-1.4%	-7%
CCN(Cc1ccccc1)C(=O)CN(c1ccc(OC)cc1)S(=O)(=O)c1c(C)nn(C)c1C	·	·	-10%	·	·	4%	·	-1.4%	2%
CSCc1cccc(C(=O)OC(C)C(=O)Nc2c(C)n(C)n(-c3ccccc3)c2=O)c1 (stereo not given)	4%	3%	1%	4%	-1.4	9%	i	0.0%	4%
CC(C)Cn1c(=O)c2ccccc2n2c(-c3cccc(Cl)c3)nnc12	·	·	?	·	·	0%	·	0.4%	0%
COc1ccc([N+](=O)[O-])cc1NC(=O)C(C)Sc1nc(C)c(C)c(C)n1 (stereo not given)	0%	-3%	0%	15%	1.9	-3%	i	0.0%	8%

Additional compounds
SMILES	EPAC2 antag	MmCpn inh	TGFb SMAD3 inh	EPAC2 agonist	CCT modulator	Nrf2 inh	Akt phos inh	Nrf2 ARE act	A549 tox
Cc1c2cnn(-c3ccccc3)c(=O)c2c(C)n1CC(=O)N1CCN(c2ccc(F)cc2)CC1	·	·	?	·	·	?	·	-0.4%	-1%
O=C(CSc1nnc(NC(=O)c2ccccc2F)s1)NC1CCCC1	2%	2%	-3%	7%	-0.9	?	i	11%	-4%
COc1ccc(CN(C)CC2CCCN(CCc3ccccc3C)C2)cc1O (stereo not given)	2%	-2%	-18%	2%	-0.9	-13%	i	-0.3%	-7%
CC(Sc1nnc(Cc2ccc([N+](=O)[O-])cc2)o1)C(N)=O (stereo not given)	-11%	1%	-6%	8%	-0.9	-20%	i	0.1%	3%
Cc1ccc2oc(-c3cccc(NC(=O)Cc4cccs4)c3)nc2c1	11%	-11%	6%	1%	1.3	?	i	0.3%	?
Cc1cc(Br)ccc1SCC(=O)OCC(=O)Nc1ccc2[nH]c(=O)[nH]c2c1	11%	-8%	-4%	1%	0.3	11%	i	0.2%	4%
O=C(/C=C/c1ccco1)NC(=S)Nc1nc(-c2ccc3ccccc3c2)cs1	-7%	-3%	3%	16%	-1.8	2%	i	5.8%	-1%
COc1cc2c(cc1OC)CN(C(=S)Nc1cccc(Cl)c1C)CC2	-1%	0%	-18%	2%	-6.9	18µM*	i	-0.1%	-9%
Cc1cc(C)cc(OCc2nnc(SCC(=O)N3CCCCC3)o2)c1	-4%	-2%	-12%	3%	-2.5	3%	i	0.1%	0%
CCN(CC)C(=O)c1cccc(NC(=O)CCc2nc3sc4c(c3c(=O)[nH]2)CCCC4)c1	2%	2%	-29%	7%	-2.6	?	i	1.9%	-1%
CCCCn1c(N)c(N(CC(C)C)C(=O)CN2C(=O)NC3(CCC(C(C)(C)CC)CC3)C2=O)c(=O)[nH]c1=O (stereo not given)	15%	·	1%	-20%	2.5	1%	i	0.8%	12%
CCc1cc(C(=O)OC)c(NC(=O)C2CC(=O)NN2Cc2ccccc2)s1 (stereo not given)	-10%	1%	-14%	3%	-0.3	?	i	3.0%	-12%
S=C(NCCc1ccc(Cl)cc1)NC1CC1	5%	0%	-16%	3%	-3.1	15%	i	0.6%	-2%
O=C(NCc1ccccn1)c1cc(-c2ccc(-c3ccccc3)cc2)nc2ccccc12	12%[57.1 µM]	?	-11%	17%	0.9	?	i	4.5%	2%
Cc1ccc2c(c1)C(=O)C(=O)N2Cc1ccc(Br)cc1	?	0%	?	19%	1.2	6%	i	-1.3%	2%
COC(=O)[C@]12CCCCC=C1N(Cc1ccccc1)C(=O)[C@H](CC(=O)NCCCCc1ccccc1)C2	2%	·	·	3%	-0.1	·	i	0.8%	·
CC1CCCC(NC(=O)CCn2c(=S)oc3ccccc32)C1C (stereo not given)	2%	-2%	-14%	-2%	-0.8	-25%	i	-1.2%	2%
Cc1nc2c(c(C)nn2-c2ccccc2)c(C)c1CCC(=O)NCc1ccccc1	·	·	-36%	·	·	-29%	·	-1.0%	-12%
CC(=O)Nc1ccc(S(=O)(=O)NC(C)c2ccccc2)cc1 (stereo not given)	-6%	-1%	-14%	-3%	0.8	-13%	i	-0.9%	-1%
CCCCCC1C/C(=N\O)C=C(C)C1C(=O)OC (stereo not given)	?	-4%	-15%	1%	-0.1	-3%	i	0.0%	0%
CCOC(=O)C1(Cc2ccc(Cl)cc2)CCN(Cc2cn(CC)nc2C)CC1	4%	-2%	-13%	12%	-0.7	-11%	i	-0.3%	9%
C/C=C(\C)C(=O)NCCN1C2=NC[C@H](C)N2C[C@@H]1Cc1ccc(OC)cc1	9%	·	17%	1%	-1.5	1%	i	-0.9%	-1%
O=C(CN1C(=O)C2C3C=CC(C3)C2C1=O)NCCN1CCCc2ccccc21 (stereo not given)	-2%	-5%	12%	8%	-1.0	0%	i	0.4%	1%
CSc1cc(C)n(-c2ccccc2C)c(=S)c1C(C)=O	6%	1%	-1%	3%	-0.1	·	i	1.9%	1%
CC(C)SC1=NC(C)(C)C=C(/C=C/c2ccc(Cl)cc2Cl)N1	-9%	0%	?	-1%	2.9	·	i	?	-3%
CC(NC(=O)c1ccc2ccccc2n1)c1ccc(Br)cc1 (stereo not given)	-9%	1%	?	26%	-2.2	?	i	2.8%	1%
O=C(CCn1c(=O)oc2ccccc21)N1CCOCC1	0%	0%	16%	6%	2.1	2%	i	-0.2%	10%
CCCC(C)NC(=O)COC(=O)c1cc(Br)c(Br)s1 (stereo not given)	-7%	-20%	-20%	-5%	-5.5	3%	i	2.5%	-1%
O=C(COc1ncnc2ccccc12)N1CCN(S(=O)(=O)c2ccc(Cl)cc2)CC1	6%	3%	-9%	-1%	0.4	6%	i	-0.6%	-2%

In another format: entries from further up
CCc1cc(C(=O)OC)c(NC(=O)C2CC(=O)NN2Cc2ccccc2)s1 (stereo not given)
  EPAC2 antag: -10%	MmCpn inh: 1%	TGFb SMAD3 inh: -14%	EPAC2 agonist: 3%	CCT modulator: -0.3	Nrf2 inh: ?	Akt phos inh: i	Nrf2 ARE act: 3.0%	A549 tox: -12%

Cc1ccc2oc(-c3cccc(NC(=O)Cc4cccs4)c3)nc2c1
  EPAC2 antag: 11%	MmCpn inh: -11%	TGFb SMAD3 inh: 6%	EPAC2 agonist: 1%	CCT modulator: 1.3	Nrf2 inh: ?	Akt phos inh: i	Nrf2 ARE act: 0.3%	A549 tox: ?

CCCC(C)NC(=O)COC(=O)c1cc(Br)c(Br)s1 (stereo not given)
  EPAC2 antag: -7%	MmCpn inh: -20%	TGFb SMAD3 inh: -20%	EPAC2 agonist: -5%	CCT modulator: -5.5	Nrf2 inh: 3%	Akt phos inh: i	Nrf2 ARE act: 2.5%	A549 tox: -1%

Source: PubChem
